ALOX12 inh – Primary qHTS assay for inhibitors of human arachidonate 12S-lipoxygenase (ALOX12): Round 2; Polyunsaturated fatty acid lipoxygenase ALOX12 (Homo sapiens), P18054; purified 12hLO, xylenol orange hydroperoxide absorbance; Potency, µM (titrated, usually from 108 µM), for the others: at the highest dose activity change, negative = inhibition, actives largely listed as inhibitors; hit rate 1.1% among 580,000; note: potency is the fitted concentration of half-maximal effect; % is set by controls: 0 for no effect and ±100 for the full control effect
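Hydroperoxide product was detected by ferrous iron/xylenol orange as the 573 to 405 nm absorbance ratio. Arachidonic acid at 40 uM (final) was turned over for 30 min at room temperature by 150 nM human 12hLO, pH 7.0 Hepes buffer, after 15 min compound preincubation.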
GLS inh – qHTS for Inhibitors of Glutaminase (GLS); Glutaminase kidney isoform, mitochondrial (Homo sapiens), O94925; GLS enzymatic activity, qHTS titration; Potency, µM (highest dose often 45.5 µM), without a hit: top-dose activity change, negative = inhibition, hits mostly inhibitors; hit rate 0.21% among 410,000; AID 624170, 2012; note: potency is the fitted concentration of half-maximal effect; % is set by controls: 0 for no effect and ±100 for the full control effect
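Two-point fluorescence kinetic (t0, 30 min RT) for hKGA; glutamate detected via glutamate oxidase–HRP–Amplex Red. Substrate: 1 mM L-glutamine solution; buffer 45 mM KH2PO4, pH 8.2.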
PI4K2A block – qHTS for small molecular inhibitors of PI4K2A | purified PI4K2A, ADP-Glo luminescence, 1 h; hits give low values | Phosphatidylinositol 4-kinase type 2-alpha (Homo sapiens), Q9BTU6 | hit rate 0.13% among 420,000 | activity change, negative = inhibition, % at 76.9 µM; in the data active = activity change below about -50%; inconclusive = mostly about -30% to -49%;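 note: -100% = wells without enzyme as full effect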
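PI4K2A activity was measured by ADP-Glo luminescence: enzyme (4 ug/mL stock) and phosphatidylinositol (1.2 mM stock) in Tris pH 7.5/MgCl2/EGTA/Triton X-100 buffer were reacted with ATP (300 microM stock) for one hour at ambient temperature.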
BAZ2B block – qHTS Assay for Inhibitors of BAZ2B. Bromodomain adjacent to zinc finger domain protein 2B (Homo sapiens), Q9UIF8. AlphaScreen BAZ2B-H3K14Ac peptide displacement. Potency, µM (series often up to 114 µM), for inactives: at the highest dose activity change, negative = inhibition, hits mostly inhibitors. hit rate 4.4% among 360,000. AID 504333, 2011; note: potency is the fitted concentration of half-maximal effect; % is set by controls: 0 for no effect and ±100 for the full control effect; nearly all actives have a fitted effect of over 60% in size
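BAZ2B 50 nM plus b-H3(5-23)K14Ac 50 nM, PBS pH 7.4/0.01% Tween-20, 30 min RT; compound added (max 110 uM), 30 min RT; streptavidin donor/Ni-chelate acceptor beads 10 ug/mL final, 20 min dark; AlphaScreen read.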
HP1b binding inh – HTS for Inhibitors of HP1-beta Chromodomain Interactions with Methylated Histone Tails; hit rate 0.56% among 390,000; Chromobox protein homolog 1 (Homo sapiens), P83916; Potency, µM (doses to about 114 µM), for inactives: top-dose activity change, negative = inhibition, most hits filed as inhibitors; AlphaScreen HP1-beta / biotin-H3K9me3 peptide binding; note: potency is the fitted concentration of half-maximal effect; nearly all actives have a fitted effect of over 70% in size; inactives centre near 23
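Compound inhibition of the preformed complex between 50 nM HP1-beta and 50 nM biotinylated H3K9me3 peptide was read by AlphaScreen. Buffer was PBS pH 7.4 with 0.01% Tween-20. Incubations ran 30 min at room temperature, with 10 ug/mL donor/acceptor beads.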
ERG-DNA inh – qHTS for Small Molecule Inhibitors of the ERG Ets/DNA interaction. Transcriptional regulator ERG (Homo sapiens), P11308. fluorescence polarization, His-ERG Ets domain / labelled DNA. Potency, µM (highest dose often 76.9 µM), without a hit: at the highest dose FP activity, negative = inhibition, usual class: inhibitors. hit rate 0.028% among 370,000. AID 624246, 2012; active = well fitted inhibition curve with a large enough effect in the polarisation, with a control signal flat; inconclusive = small, poorly fitted or top-dose-only effect, or effect the other way, or a change in a side signal; inactive = no such curve, though single readings can be large or run the other way; the % refers to the polarisation;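 note: polarization taken with two DNA probes labelled with fluorescein and Texas red; potency is the fitted concentration of half-maximal effect; % of control where 0% means no effect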
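His-tagged ERG Ets domain (1 uM in the protein solution; 300mM KCl, 50mM Tris-HCl, 1mM EDTA, 1mM DTT, pH 7.5) received compound, then a probe mix of 5 nM fluorescein-DNA and 100nM Texas-615-DNA. Fluorescence polarization was read for both dyes.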
JMJD2A Tudor inh – qHTS Assay for Inhibitors of JMJD2A-Tudor Domain | hit rate 4.4% among 390,000 | AlphaScreen JMJD2A-Tudor / H3K4me3 peptide binding | Potency, µM (doses to about 114 µM), without a hit: top-dose activity change, negative = inhibition, actives largely listed as inhibitors; note: potency is the fitted concentration of half-maximal effect; % is set by controls: 0 for no effect and ±100 for the full control effect; nearly all actives have a fitted effect of over 50% in size
RGS4 inh – Inhibitors of Regulator of G Protein Signaling (RGS) 4: qHTS; AID 504845, 2011; hit rate 0.039% among 390,000; Potency, µM (series often up to 114 µM), inactives show top-dose activity change, negative = inhibition, most hits filed as inhibitors; Transcreener GDP fluorescence polarization, RGS4-accelerated GTP hydrolysis; note: potency is the fitted concentration of half-maximal effect; % is set by controls: 0 for no effect and ±100 for the full control effect; nearly all actives have a fitted effect of over 75% in size; some results filed as inactive show a strong effect at the top dose
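MLSMR compounds (23 nl, pin-transferred) preincubated 10 min at room temperature with a 500nM (2x) first reagent, then RGS4 at 900nM (2x) plus Transcreener GDP mix added; fluorescence polarization (620/688 nm) read before and after 90 min at 30 °C.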
G9a block – qHTS Assay for Inhibitors of Histone Lysine Methyltransferase G9a. G9a H3K9 monomethylation, AlphaScreen, 2 h. Potency, µM (series often up to 102 µM), without a hit: at the top dose activity, negative = inhibition, most hits filed as inhibitors. Histone-lysine N-methyltransferase EHMT2 (Homo sapiens), Q96KQ7. hit rate 8.8% among 350,000; note: potency is the fitted concentration of half-maximal effect; % is set by controls: 0 for no effect and ±100 for the full control effect; nearly all actives have a fitted effect of over 75% in size
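G9a (20 nM) was preincubated 15 min with compound, then reacted 2 h at room temperature with 500 nM biotin-H3K9 peptide and 20 µM SAM. Monomethyl-H3K9 detected by AlphaScreen using anti-H3K9me1 antibody.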
Active calls of the source: *; ? = inconclusive; . = no result given; [ ] = remark or other dose. Unless noted, calls come from the whole dose curve; as a rule, active = well fitted curve in the direction sought with a large enough effect; inconclusive = small, poorly fitted or top-dose-only effect, or another doubt; inactive = no such curve, though single readings can be large; an effect the other way counts as inactive or inconclusive. An excerpt, so the mix of outcomes need not match the whole.

SMILES	ALOX12 inh	GLS inh	PI4K2A block	BAZ2B block	HP1b binding inh	ERG-DNA inh	JMJD2A Tudor inh	RGS4 inh	G9a block
Cc1nnc(NC(=O)C2CCN(S(=O)(=O)c3ccc(Cl)cc3)CC2)s1	?	-2%	-1	3%	28%	9%	-9%	25%	-19%
Cc1cc(N2CCN(c3ccc(F)cc3)CC2)n2ncnc2n1	17%	17%	3	-2%	46%[activator]	1%	-3%	-3%	17%[59 µM]
Cc1cccc(NC(=S)c2nc3ccccc3s2)c1	-17%	5%	-3	8.9µM*	28µM*	-10%	50µM*	-17%	.
CC(NC(=O)c1ccco1)C(c1cccs1)N1CCN(c2ccccc2F)CC1 (stereo unspecified)	-3%	0%	1	-23%	-2%	.	-34%	14%	-2%[59 µM]
CC(=O)Cn1cnc2c(cnn2-c2ccccc2)c1=O	0%	-9%	4	-8%	31%	-7%	-7%	-9%	2%
CCNC(=O)O/N=C(\C)c1sc(-c2ccc(Cl)cc2)nc1C	0%	-3%	-1	-27%	8%	-9%	-5%[11.4 µM]	-28%[11.4 µM]	14%
O=C(C1CCN(S(=O)(=O)c2ccc(Cl)s2)CC1)N1CCN(c2ccccc2)CC1	-23%	18%	8	.	-2%	.	-31%	18%	.
Cc1ccc(CNS(=O)(=O)/C=C/c2ccc3c(c2)OCO3)cc1	-22%	-9%	-5	2%	36%[activator]	-8%	-5%	5%	17%[59 µM]
CCOc1ccccc1C1CC(=O)NC2=C1C(=O)CC(C)(C)C2 (stereo unspecified)	14%	-14%	-3	3%	-7%	-2%	-22%[11.4 µM]	-30%[11.4 µM]	21%[59 µM]
CN(C)c1ccc(CN2CCC(C(N)=O)CC2)cc1	-31%	23%	6	22µM*	-5%	-6%	22µM*	-18%[56.9 µM]	14µM*
CCOC(=O)C1CCN(C(=O)CSc2cc(=O)n(CC)c3ccccc23)CC1	-2%	-2%	-3	10%	16%	8%	-12%	10%	-11%[59 µM]
COC(=O)[C@]1(Cc2ccccc2)N[C@H](CN(C)C(=O)Nc2ccc(F)cc2)[C@@H]2C(=O)N(C)C(=O)[C@@H]21	1%	1%	-6	.	22%	3%	-5%	-5%	.
COc1ccc(-c2cc(C(F)(F)F)n3nc(C(=O)N4CCN(C(=O)c5ccco5)CC4)cc3n2)cc1	-23%	-12%	2	9%	55%[activator]	7%	-13%	-12%	14%
O=C(CC(CC(=O)c1ccc(Cl)cc1)c1ccccc1C(=O)O)c1ccc(Cl)cc1	?	6%	-4	-9%	16%	5%	0%	24%	1%
Cc1ccc(/C=N/n2c(-c3cccnc3)n[nH]c2=S)o1	?	-17%	6	?	40%[activator]	-7%	5µM*	-44%	28µM*
Cc1c(NC(=O)c2nc3ccccc3nc2N2CCCCC2)cccc1[N+](=O)[O-]	-27%	-1%	-1	?	-12%	-4%	?	9%	-51%[59 µM]
O=C(CCCCCCCCN1C(=O)c2ccccc2C1=O)N1CCOCC1	120%[activator]	-3%	0	0%	30%	2%	-1%	-8%	.
CC12CN3CC(C)(CN(C1)C3c1ccc(Cl)cc1Cl)C2O (stereo unspecified)	0%	-12%	-4	2%	16%	-4%	-6%	66%[activator]	-1%
COc1ccccc1C(=O)NCCn1cc(SCc2ccc(C)cc2)c2ccccc21	-4%	7%	-2	-20%	34%	-3%	-19%	-18%	3%[59 µM]
COc1cccc(CC(=O)OCc2csc(CC(=O)Nc3ccccc3C)n2)c1	-9%	0%	-5	1%	38%[activator]	7%	-14%	20%	-1%[12.7 µM]
Cc1ccc(/C=N/N=C2/NC(=O)CS2)o1	-1%	-1%	-1	-37%	35%	2%	-10%	4%	-33%
CC(OC(=O)c1ccc(Cl)c(S(=O)(=O)Nc2ccc(F)cc2)c1)C(=O)NC(N)=O (stereo unspecified)	1%	21%	-3	5%	61%[activator]	6%	-11%	13%[56.9 µM]	26%
CCCCCCSc1cccc(-c2nc3ccc(C)cn3c2NC2CCCCC2)c1	-25%	-2%	-7	-9%	42%[activator]	6%	?	13%	21%[2.33 µM]
COc1ccc(C2CC(C(F)(F)F)n3nc(C(=O)O)c(Cl)c3N2)cc1OC (stereo unspecified)	?	2%	-7	7%	17%	-1%	-34%	13%	14%[59 µM]
Cc1ccc(/C=N/n2c(-c3ccc(Cl)cc3)n[nH]c2=S)s1	-22%	-8%	1	1%	22%	14%	?	-29%	?
CCOC(=O)c1sc(N)c(C#N)c1CSc1nc2ccc(OCC)cc2[nH]1	10%	19%	-7	11%	19%	8%	-15%	-19%	?
Cc1cccc(C2(c3cccc(C)c3)CC2C(=O)Nc2ccc([N+](=O)[O-])cc2O)c1 (stereo unspecified)	?	18%	-3	?	-38%	5%	?	-13%	?
COc1cc(NC(=O)Cc2cccs2)ccc1-n1cnnn1	12%	-10%	5	3%	30%[activator]	-9%	9%	-12%	3%[12.7 µM]
COc1cc(C)nc(Oc2ccc(OCCOc3ccc(C)cc3)nn2)n1	-9%	-5%	6	?	25%	6%	12%	13%	-48%[0.0925 µM]
O=C(OC(c1ccc(NS(=O)(=O)c2ccccc2)cc1)(C(F)(F)F)C(F)(F)F)c1ccccc1	-26%	-27%	-1	6%	31%	-1%	-9%	-23%	2%[59 µM]
O=C(NCc1cccnc1)c1cc(Sc2cccc(Cl)c2)nc2ccccc12	-8%	8%	4	-5%	15%	-4%	-21%	31%	17%
CC(C)(C)c1cc(S(=O)(=O)CCc2ccncc2)cc(C(C)(C)C)c1F	-6%	-11%	-1	4%	36%	-4%	-2%	-30%	-2%[12.7 µM]
Cc1ccc(NC(=O)Cn2nnc(C(=O)NCc3ccc4c(c3)OCO4)c2N)cc1	7%	-2%	-1	-3%	33%	13%	-11%	2%	36%[59 µM]
Cn1c(CN2CCCCC2)nc2cc(NS(=O)(=O)c3ccc(F)cc3)ccc21	-4%	20%	-5	-2%	11%[57 µM]	6%	-18%	19%	-7%
CC(=O)C(C)Oc1ccc2c3c(c(=O)oc2c1C)CCCC3 (stereo unspecified)	0%	-1%	1	1%	58%[activator]	-10%	-4%[57.1 µM]	6%[56.9 µM]	-9%
Cc1ccccc1C(=O)NC1CCCCCCC1	0%	-13%	0	-3%	42%[activator]	-3%	-7%	-7%	.
N#C/C(=C\c1ccc(-c2ccc(F)cc2F)o1)c1nc2ccccc2[nH]1	-17%	2%	-1	-23%	-11%	?	?	31%	-37%[59 µM]
COC(=O)Cc1nnc(NC(=O)c2ccccc2)s1	-16%	6%	0	6%	9%	8%	-22%	-45%	2%
COCCN(C(=O)CCC(=O)Nc1cc(C)on1)C(C(=O)NC(C)(C)C)c1ccc(OC)cc1 (stereo unspecified)	-7%	-11%	5	4%	52%[activator]	9%	-5%	-25%	7%
Cc1nc2ccccc2c(=O)[nH]1	-20%	2%	4	2%	31%[activator]	-2%	-4%	7%	4%[59 µM]

In the list so far, these contain an aryl methoxy group:
SMILES	ALOX12 inh	GLS inh	PI4K2A block	BAZ2B block	HP1b binding inh	ERG-DNA inh	JMJD2A Tudor inh	RGS4 inh	G9a block
COc1ccc(-c2cc(C(F)(F)F)n3nc(C(=O)N4CCN(C(=O)c5ccco5)CC4)cc3n2)cc1	-23%	-12%	2	9%	55%[activator]	7%	-13%	-12%	14%
COc1ccccc1C(=O)NCCn1cc(SCc2ccc(C)cc2)c2ccccc21	-4%	7%	-2	-20%	34%	-3%	-19%	-18%	3%[59 µM]
COc1cccc(CC(=O)OCc2csc(CC(=O)Nc3ccccc3C)n2)c1	-9%	0%	-5	1%	38%[activator]	7%	-14%	20%	-1%[12.7 µM]
COc1ccc(C2CC(C(F)(F)F)n3nc(C(=O)O)c(Cl)c3N2)cc1OC (stereo unspecified)	?	2%	-7	7%	17%	-1%	-34%	13%	14%[59 µM]
COc1cc(NC(=O)Cc2cccs2)ccc1-n1cnnn1	12%	-10%	5	3%	30%[activator]	-9%	9%	-12%	3%[12.7 µM]
COc1cc(C)nc(Oc2ccc(OCCOc3ccc(C)cc3)nn2)n1	-9%	-5%	6	?	25%	6%	12%	13%	-48%[0.0925 µM]
COCCN(C(=O)CCC(=O)Nc1cc(C)on1)C(C(=O)NC(C)(C)C)c1ccc(OC)cc1 (stereo unspecified)	-7%	-11%	5	4%	52%[activator]	9%	-5%	-25%	7%

High-throughput results: PubChem, National Center for Advancing Translational Sciences (NCATS)
